# Screening results from PubChem BioAssay.
# Vif inh = inhibitors of HIV Vif | HEK293T cells, Vif self-association by quenched fluorescence, imaging, 24 h | inhibition, % at 7.49 µM | 0.35% of 340,000 active | AID 602346; in the data active means inhibition above about 50%, passing the limit was not always enough; further: some results filed as inactive read as strong as hits
# MC4R antag cAMP = blocks human MC4R cAMP signaling. P32245. MC4R-expressing cells, MTII-stimulated cAMP, LANCE TR-FRET. inhibition, % at 6.5 µM. 0.48% of 360,000 active. AID 540295;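 active means inhibition above its plate's cutoff, the mean of tested wells on that plate plus 3 SD, cut at about 29% in these data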;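 further: 0% = Melanotan II alone and 100% = Melanotan II plus saturating MCL0020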
# Target sequence (P32245 whole entry, looked up): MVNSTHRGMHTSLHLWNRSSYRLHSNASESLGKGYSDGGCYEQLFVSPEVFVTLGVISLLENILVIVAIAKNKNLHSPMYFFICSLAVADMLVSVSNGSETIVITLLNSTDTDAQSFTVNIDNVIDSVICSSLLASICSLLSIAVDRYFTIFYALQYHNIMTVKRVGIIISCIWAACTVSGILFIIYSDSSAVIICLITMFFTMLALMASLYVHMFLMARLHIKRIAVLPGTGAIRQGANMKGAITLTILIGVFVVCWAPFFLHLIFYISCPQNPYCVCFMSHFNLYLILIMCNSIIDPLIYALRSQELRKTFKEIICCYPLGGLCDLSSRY
#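 Assay system: U2OS cells stably expressing human melanocortin 4 receptor (MC4R) / Dosing: 6.5 µM / Timing: compound 30 min, challenge 1 h, detection 1 h / Measured by: Eu-cAMP/anti-cAMP TR-FRET, emission 671 nm / Replicates: singlicate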
# TLR9-MyD88 inh = TLR9-MyD88 interaction inhibition; CHO BLA complementation TLR9-MyD88, CCF4 FRET ratio; inhibition, % at 4.98 µM; 0.21% of 340,000 active; AID 504734;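 active means inhibition above the mean over all tested compounds plus 3 SD, cut at about 21% in these data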;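 further: 0% = DMSO only wells and 100% = clavulanate BLA inhibitor control wells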
# ABCB6 inh MLPCN = inhibitors of human ABC transporter ABCB6; Q9NP58; K562-ABCB6 porphyrin accumulation, flow cytometry, 1 h; stronger effect = lower value; fluorescence ratio to DMSO, % at 10 µM; 0.19% of 360,000 active;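 active means fluorescence ratio to DMSO below 75%, the collection mean minus 3 SD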;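 further: signal is porphyrin accumulated inside mitochondria; 100% equals median channel fluorescence of DMSO control wells; lower ratio means ABCB6 inhibition with less porphyrin fluorescence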
# MC4R barr agon = human MC4R agonism via beta-arrestin. P32245. U2OS MC4R beta-arrestin complementation, luminescence; percent of melanotan II response, DMSO zero. activation, % at 8.9 µM. 0.98% of 360,000 active;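 active means activation above a per-plate cutoff, the mean activation of sample wells on that plate plus 3 SD, cut at about 8% in these data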
# aDG glyco up = increases alpha dystroglycan glycosylation | activation, % at 10 µM | 0.22% of 360,000 active | Pro5-aDG cells, alpha-DG glycosylation AlphaScreen (IIH6); 0% Pro5, 100% B10-LARGE cell signal;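 active means activation of at least 8% versus controls, or a plate z-score of at least 8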;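 further: Pro5 are CHO cells carrying HIG-tagged alpha-DG that lacks glycosylation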
# ABHD5 PLIN5 PPI = inhibitors of human ABHD5-perilipin-5 interaction | Split G. princeps luciferase complementation, luminescence, 4 h | inhibition, % at 4 µM | 0.78% of 360,000 active;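 active means inhibition above the mean inhibition across every tested compound plus 3 SD, cut at about 22% in these data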;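 further: 0% = DMSO only wells and the 100% control is not disclosed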
# Exocytosis inh = lytic granule exocytosis inhibition | TALL-104 LAMP-1 surface exposure, flow cytometry; cells stimulated with thapsigargin and PMA | inhibition, % at 10 µM | 0.66% of 360,000 active | AID 651702;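 active means inhibition above about 55%, limit read from the data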
# N-glyco inh = blocks N-linked glycosylation in D54 reporter cells; 0.23% of 360,000 active; reporter increase, % at 12.5 µM; D54 ERlucT glycosylation luciferase reporter, 24 h; percent of 100 nM tunicamycin response; AID 588692;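 active means mean luciferase reporter signal, scaled so untreated is 0 and the glycosylation-blocking control 100, at or above a set limit in every replicate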;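 further: luciferase carries N-glycosylation sites so blocking glycosylation raises the light; 0% = median of neutral control wells and 100% = median of 100 nM tunicamycin wells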
# NOD2 RIPK2 PPI = NOD2-RIPK2 protein interaction inhibition; 0.38% of 360,000 active; AID 624267; inhibition, % at 4.98 µM; CHO BLA complementation NOD2-RIPK2, CCF4 ratio; in the data active means inhibition above about 21%;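 further: 0% = vehicle only and 100% = reference blocker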
# Starred values were filed as active, the others as inactive; x = not tested or not shown. An excerpt. The share of hits here may be higher or lower than overall.
# A first look (two entries):
Molecule | Vif inh | MC4R antag cAMP | TLR9-MyD88 inh | ABCB6 inh MLPCN | MC4R barr agon | aDG glyco up | ABHD5 PLIN5 PPI | Exocytosis inh | N-glyco inh | NOD2 RIPK2 PPI
O=C(O)c1cnc2ccc(Cl)cc2n1 | 0 | 5 | 1 | 95 | -0.6 | -0.3 | 5 | -7 | 0 | -3
Cc1cccc(CC(C)NC(=O)c2oc3c(F)cccc3c2C)n1 (configuration not stated) | -6 | 3 | -10 | 98 | -0.6 | 0.1 | 5 | -2 | 0 | -9

# The whole of this part, previewed entries included:
Molecule | Vif inh | MC4R antag cAMP | TLR9-MyD88 inh | ABCB6 inh MLPCN | MC4R barr agon | aDG glyco up | ABHD5 PLIN5 PPI | Exocytosis inh | N-glyco inh | NOD2 RIPK2 PPI
O=C(O)c1cnc2ccc(Cl)cc2n1 | 0 | 5 | 1 | 95 | -0.6 | -0.3 | 5 | -7 | 0 | -3
Cc1cccc(CC(C)NC(=O)c2oc3c(F)cccc3c2C)n1 (configuration not stated) | -6 | 3 | -10 | 98 | -0.6 | 0.1 | 5 | -2 | 0 | -9
COc1ccc(CNC(=O)Cc2cccs2)cc1 | 3 | 11 | -8 | 97 | -1.1 | 0.0 | -7 | 6 | 0 | -6
CN1CCN(C(=O)c2cc(-c3ccccc3)on2)CC1 | -5 | 10 | 5 | 103 | -1.3 | 0.3 | 0 | -5 | 2 | 7
Cc1c(C(=O)NC2=NCCS2)cccc1[N+](=O)[O-] | 22 | -2 | -18 | 97 | -3.2 | -0.2 | -12 | -3 | 0 | 1
CC(C)C(=O)Nc1ccc(-c2ccc3nncn3n2)cc1 | 3 | 11 | -4 | 98 | 1.1 | 0.0 | -1 | 6 | 2 | -3
O=C(NC1CCOc2ccccc21)c1ccccn1 (configuration not stated) | -8 | 3 | -8 | 172 | -0.2 | 0.0 | -9 | 0 | 1 | -1
COc1cc(NC(=O)c2cc(=O)[nH]c3ccc(S(=O)(=O)N4CCOCC4)cc23)cc(OC)c1 | 0 | 6 | -2 | 94 | -0.5 | -0.4 | 3 | 0 | -1 | -5
COc1ccc(C(=O)Nc2ccc(Cl)cc2C(=O)N2CCCC(C)C2)cc1OC (configuration not stated) | 4 | 11 | -16 | 99 | -0.3 | -0.4 | 0 | 9 | 1 | -4
CN(C)c1ccc(NC(=O)COC(=O)CNC(=O)c2cccs2)cc1 | -4 | -6 | 2 | 96 | -3.0 | -0.2 | 4 | 6 | 0 | -8
O=C(/C=C/c1ccc([N+](=O)[O-])cc1)c1cccnc1 | -1 | 0 | 6 | 104 | -1.5 | 0.3 | 30* | 0 | 9 | 13
Cc1ccc(C(=O)Nn2c(O)c(C=C3N=c4ccccc4=N3)sc2=S)cc1 | x | -11 | -4 | 102 | 0.9 | -0.2 | 1 | 2 | 0 | 4
CCn1cc(/C=C(/C#N)S(=O)(=O)c2ccccc2)cn1 | 4 | 6 | -7 | 106 | -1.2 | 0.2 | -7 | -2 | 2 | -1
CN1C(=O)C2(N=c3ccccc3=N2)c2ccccc21 | -7 | -6 | -6 | 102 | -0.7 | -0.1 | 8 | -3 | 8 | 6
C/C(=N\Nc1nc(N)cc(Cl)n1)c1cccc(N)c1 | -2 | 2 | 12 | 96 | 0.1 | -0.2 | 2 | -9 | 0 | -9

# 7 entries from above, with two lines to a compound:
# Order of values – Vif inh, MC4R antag cAMP, TLR9-MyD88 inh, ABCB6 inh MLPCN, MC4R barr agon, aDG glyco up, ABHD5 PLIN5 PPI, Exocytosis inh, N-glyco inh, NOD2 RIPK2 PPI
> Cc1cccc(CC(C)NC(=O)c2oc3c(F)cccc3c2C)n1 (configuration not stated)
  -6, 3, -10, 98, -0.6, 0.1, 5, -2, 0, -9
> C/C(=N\Nc1nc(N)cc(Cl)n1)c1cccc(N)c1
  -2, 2, 12, 96, 0.1, -0.2, 2, -9, 0, -9
> Cc1ccc(C(=O)Nn2c(O)c(C=C3N=c4ccccc4=N3)sc2=S)cc1
  x, -11, -4, 102, 0.9, -0.2, 1, 2, 0, 4
> O=C(NC1CCOc2ccccc21)c1ccccn1 (configuration not stated)
  -8, 3, -8, 172, -0.2, 0.0, -9, 0, 1, -1
> CN1CCN(C(=O)c2cc(-c3ccccc3)on2)CC1
  -5, 10, 5, 103, -1.3, 0.3, 0, -5, 2, 7
> COc1ccc(CNC(=O)Cc2cccs2)cc1
  3, 11, -8, 97, -1.1, 0.0, -7, 6, 0, -6
> COc1ccc(C(=O)Nc2ccc(Cl)cc2C(=O)N2CCCC(C)C2)cc1OC (configuration not stated)
  4, 11, -16, 99, -0.3, -0.4, 0, 9, 1, -4

# (next part)
Molecule | Vif inh | MC4R antag cAMP | TLR9-MyD88 inh | ABCB6 inh MLPCN | MC4R barr agon | aDG glyco up | ABHD5 PLIN5 PPI | Exocytosis inh | N-glyco inh | NOD2 RIPK2 PPI
CCOC(=O)C1=C(C)NC2=C(C(=O)CCC2)C1c1cn(Cc2ccc(Cl)cc2Cl)nc1-c1ccccc1 (configuration not stated) | 4 | 2 | -12 | 88 | -2.6 | 0.7 | -4 | -1 | -3 | 0
CCOC(=O)C(NC(=O)c1ccccc1)(Nc1cccc(C)n1)C(F)(F)F (configuration not stated) | 16 | 7 | 0 | 100 | -2.6 | 0.1 | -4 | 3 | 3 | -4
CCN(CC(=O)Nc1ccc(OC)cc1)CC(=O)Nc1ccc(Br)cc1F | -16 | 15 | 0 | 98 | -0.6 | 0.5 | 9 | 0 | 0 | -4
CC1CCC(NC(=O)Cn2cnc3sccc3c2=O)CC1 (configuration not stated) | 0 | 15 | -10 | 100 | -0.2 | 0.0 | -3 | -2 | 0 | 11
CCOC(=O)C1CCN(C(=O)COC(=O)CSc2ccccc2C)CC1 | -2 | 8 | 1 | 95 | 0.0 | 0.1 | -1 | 0 | -2 | -1
CC1(C)CC2CC(C)(CN2Cc2c(O)ccc3ccccc23)C1 (configuration not stated) | -1 | 10 | 0 | 103 | -2.1 | 0.1 | -7 | -12 | -1 | -3
CC(Oc1ccccc1)C(=O)N1CCN=C1SCc1ccccc1 (configuration not stated) | 18 | -2 | -4 | 99 | -1.2 | 0.1 | -3 | 1 | -1 | -17
O=C(NCCN1CCOCC1)c1sc2cc(Cl)ccc2c1Cl | 8 | 9 | -8 | 96 | -0.9 | 0.1 | -5 | 18 | -1 | -9

# Three of the entries above in order of their number in N-glyco inh, rising.
molecule	N-glyco inh
CCOC(=O)C1CCN(C(=O)COC(=O)CSc2ccccc2C)CC1	-2
COc1ccc(CNC(=O)Cc2cccs2)cc1	0
CN1CCN(C(=O)c2cc(-c3ccccc3)on2)CC1	2
